Compound activity: PubChem BioAssay, Sanford-Burnham Center for Chemical Genomics
MT1-MMP act inh = blockers of MT1-MMP proenzyme processing, primary screen, HT1080 RFP-PRO-GFP cells, GFP/RFP fluorescence; Matrix metalloproteinase-14 (Homo sapiens), P50281; GFP/RFP ratio fluorescence, overnight; percent of plate control window, DMSO zero; GFP/RFP ratio change, % at 20 µM; hit rate 0.061% among 360,000; AID 651647, 2012;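 active = GFP/RFP ratio change of at least 30% with cell ATP level not reduced by more than half and red fluorescence within 50% of control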; note: strong numbers were not always called active
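Assay system: RFP-PRO-GFP reporter HT1080 cells; read-out basis: GFP/RFP fluorescence ratio; benchmarks: DMSO wells and RFP-L50D-GFP cells; doses: 20 µM single dose, 1% DMSO; schedule: overnight cell settling, then overnight compound exposure, 37 °C, 5% CO2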
NadD inh = inhibitors of S. aureus NadD, primary screen, biochemical, colorimetric, uHTS | Nicotinate-nucleotide adenylyltransferase NadD (Staphylococcus aureus N315) | purified NadD enzyme, colorimetric absorbance read-out | inhibition, % at 20 µM | hit rate 0.78% among 360,000 | AID 602399, 2012; in the data active = inhibition above about 26%; note: some compounds past the cut are filed as inactive
CendR NRP1 mod = modulators of CendR peptide binding to NRP-1, primary screen, biochemical, fluorescence polarization, uHTS; Neuropilin-1 (Homo sapiens), O14786; FAM-RPARPAR peptide binding to NRP-1; inhibition, % at 25 µM; hit rate 0.85% among 360,000;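 active = inhibition or corrected inhibition above about 18%, plus a signal ratio from 0.5 to 1.5, limit read from the data, passing the limit was not always enough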; note: strong numbers were not always called active
Rpn11 block = Rpn11 (PSMD14) deubiquitinase inhibitors, primary screen, biochemical, fluorescence polarization, uHTS. 26S proteasome non-ATPase regulatory subunit 14 (Homo sapiens), O00487. human 26S proteasome, Ub4-pepOG fluorescence polarization; 20S core pre-blocked with epoxomicin. calls only at 20 µM. hit rate 0.59% among 360,000;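 active = inhibition at 20 µM, scaled to each plate's controls, above about 33%, limit read from the data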
Scp1 inh = Scp-1 phosphatase inhibitors, primary screen, biochemical, colorimetric, uHTS. Carboxy-terminal domain RNA polymerase II polypeptide A small phosphatase 1 (Homo …. inhibition, % at 20 µM. hit rate 0.88% among 340,000. Recombinant Scp1, phosphopeptide, malachite green phosphate absorbance;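 active = inhibition above about 50% at 20 µM, limit read from the data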;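 note: plate controls were DMSO wells with enzyme for no effect and wells lacking enzyme for full effect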
Target sequence (Q9GZU7 76-261 limits assumed): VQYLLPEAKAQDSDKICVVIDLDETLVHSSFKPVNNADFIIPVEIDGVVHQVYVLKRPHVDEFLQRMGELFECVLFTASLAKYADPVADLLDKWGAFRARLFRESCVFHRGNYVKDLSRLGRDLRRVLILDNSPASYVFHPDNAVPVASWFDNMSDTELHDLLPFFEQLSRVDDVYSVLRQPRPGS
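Test system: SCP-1 phosphatase catalytic domain, residues 76-261 | Compound dosing: One concentration, 20 µM, with 1.0% DMSO | Schedule: 45 min room-temperature reaction, 5 min colour, 30 min stabiliser | Detection: Absorbance at 630 nm | Read-out basis: % inhibition of SCP-1 phosphate liberation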
LMPTP block = LMPTP phosphatase inhibitors, primary screen, biochemical, fluorescence intensity, uHTS; inhibition, % at 20 µM; AID 651560, 2012; Low molecular weight phosphotyrosine protein phosphatase (Homo sapiens), P24666; recombinant LMPTP-A, OMFP fluorogenic substrate; hit rate 0.22% among 360,000;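 active = compounds that cut the enzyme signal by at least half of the control window in the single-dose screen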;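 note: plate controls were DMSO wells with enzyme plus substrate for no effect and substrate without enzyme for full effect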
Target sequence (P24666 whole entry, looked up): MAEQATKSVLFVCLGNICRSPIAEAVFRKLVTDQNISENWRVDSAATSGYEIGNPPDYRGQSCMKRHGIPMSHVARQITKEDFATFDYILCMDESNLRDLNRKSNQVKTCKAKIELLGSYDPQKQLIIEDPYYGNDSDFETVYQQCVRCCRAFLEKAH
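Material: LMPTP-A; amount: 0.625 nM enzyme; doses: single 20 µM dose; times: reaction 50 min, room temperature, dark; technique: fluorescence intensity of OMFP turnover product; benchmarks: no-enzyme and uninhibited controls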
DNMT1 block = human DNMT1 methyltransferase inhibitors, primary screen, biochemical, molecular beacon, fluorescence, HinP1I cleavage, uHTS; inhibition (reported as % activation of signal), % at 10 µM; DNA (cytosine-5)-methyltransferase 1 (Homo sapiens), P26358; hit rate 0.83% among 360,000; in the data active = inhibition above about 50%
SKN-1 inh = suppressors of acrylamide-induced Pgst-4::GFP reporter in worms, primary screen, SKN-1 inhibitor project, whole organism, uHTS, GFP/RFP fluorescence ratio, strain VP596; C. elegans VP596 Pgst-4::GFP/RFP ratio, 24 h; inhibition, % at 21.8 µM; hit rate 0.49% among 360,000;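 active = interference check ratio from 0.5 to 1.5 plus GFP to RFP signal ratio inhibition reaching or exceeding a fixed threshold, cut at about 30% in these data, passing the limit was not always enough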; note: some compounds called inactive have numbers as strong as hits
SUMO1 PPI mod = modulators of SUMO1 protein-protein interactions, primary screen, biochemical, uHTS | Small ubiquitin-related modifier 1 (Homo sapiens), P63165 | SUMO1 binding to a labelled peptide, TR-FRET, 1 h | inhibition, % at 20 µM | hit rate 0.33% among 360,000 | AID 602429, 2012; in the data active = inhibition above about 37%
Target sequence (P63165 whole entry, looked up): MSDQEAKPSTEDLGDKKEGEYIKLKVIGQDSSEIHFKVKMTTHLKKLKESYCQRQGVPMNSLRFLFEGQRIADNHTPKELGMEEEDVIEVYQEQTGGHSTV
STEP inh = STEP phosphatase inhibitors, primary screen, biochemical, fluorescence intensity, uHTS. hit rate 0.25% among 360,000. inhibition, % at 20 µM. recombinant STEP, OMFP fluorogenic substrate. AID 588621, 2011;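 active = inhibition at 20 µM, scaled per plate between control wells, above about 37%, limit read from the data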;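 note: 0% = DMSO with enzyme and substrate and 100% = substrate only without enzyme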
Target sequence (P54829 whole entry, looked up): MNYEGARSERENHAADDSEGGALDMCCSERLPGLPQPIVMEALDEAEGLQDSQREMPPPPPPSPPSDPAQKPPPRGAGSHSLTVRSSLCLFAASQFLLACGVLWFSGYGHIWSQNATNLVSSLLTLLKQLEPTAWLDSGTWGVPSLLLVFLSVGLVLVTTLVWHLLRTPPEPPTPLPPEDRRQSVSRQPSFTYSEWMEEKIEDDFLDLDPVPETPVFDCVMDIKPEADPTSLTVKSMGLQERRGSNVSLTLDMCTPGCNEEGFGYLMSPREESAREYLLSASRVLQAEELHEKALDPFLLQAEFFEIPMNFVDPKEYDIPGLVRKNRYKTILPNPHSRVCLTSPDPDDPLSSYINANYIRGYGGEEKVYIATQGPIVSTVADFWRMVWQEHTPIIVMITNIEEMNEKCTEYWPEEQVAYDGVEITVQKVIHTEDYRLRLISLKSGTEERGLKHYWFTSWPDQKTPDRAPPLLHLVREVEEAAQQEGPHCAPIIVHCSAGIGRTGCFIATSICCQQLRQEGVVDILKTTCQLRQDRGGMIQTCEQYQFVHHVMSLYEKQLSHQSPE
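Measure: Control-normalized % inhibition with plate pattern correction | Test system: STEP phosphatase, cell-free reaction | Medium: pH 6.0 Bis-Tris with DTT and Tween 20 | Technique: Fluorescence, 480/540 nm | Times: Reaction 20 min, ambient temperature | Doses: Single compound dose of 20 µM, 1% DMSO final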
Active calls of the source: *; i = inactive; . = not tested or not shown.

Results follow in this order: MT1-MMP act inh	NadD inh	CendR NRP1 mod	Rpn11 block	Scp1 inh	LMPTP block	DNMT1 block	SKN-1 inh	SUMO1 PPI mod	STEP inh
O=C(/C=C/c1ccco1)N1CCN(S(=O)(=O)c2cccc([N+](=O)[O-])c2)CC1
    -2	8	6	i	20	0.6	18	-4	-8	1
Nc1nc2c(ncn2[C@@H]2O[C@H](CNCc3cnc(N4CCOCC4)nc3)[C@@H](O)[C@H]2O)c(=O)[nH]1
    1	4	7	i	.	0.0	2	8	-2	2
Cc1ccnc(NC(=O)CCC(=O)N(CC(=O)NCCc2ccccc2)Cc2cccs2)c1
    -1	-1	-1	i	-3	1.2	-1	-14	4	-1
Cc1ccc2nc3n(c(=O)c2c1)-c1ncccc1C(=O)NC3Cc1ccc(O)cc1 (stereo not drawn)
    -1	4	5	i	.	-1.0	4	7	1	8
CCOc1ccc(NC(=O)C2CCC(C)(C(=O)O)C2(C)C)cc1 (stereo not drawn)
    5	5	1	i	1	-0.1	2	-14	6	-2
COc1ccccc1NS(=O)(=O)c1cc(C(=O)NCC(c2ccc(F)cc2)N2CCOCC2)ccc1C (stereo not drawn)
    -4	1	6	i	2	0.3	-1	0	1	2
CN(CC1CCCN(CCc2cccc(C(F)(F)F)c2)C1)C(=O)c1ccco1 (stereo not drawn)
    4	-3	12	i	4	-0.6	0	-12	2	0
CCC1(CC)SC(N)=NC1=O
    -1	1	17	i	1	-2.2	-1	-11	0	0
CCOc1ccc(NC(=S)N(CCc2c(C)[nH]c3ccc(C)cc23)Cc2ccco2)cc1
    -6	17	-13	i	10	1.2	-23	-3	3	-2
Cc1ccc(-c2nn(-c3ccccc3)cc2C2CC(c3cccs3)=NN2C(=O)CCC(=O)O)cc1 (stereo not drawn)
    4	-3	-5	i	-9	-1.7	1	17	-3	-1
O=C(NCC1CCCO1)c1csc(Nc2cccc3ccccc23)n1 (stereo not drawn)
    1	-7	1	i	-8	1.2	-8	1	-5	3
Cc1cccc(N/N=C/c2ccc(C)s2)c1
    -2	-12	-6	i	-7	1.1	6	2	1	-1
O=C(Nc1cccc(C(F)(F)F)c1)c1c(O)c2ccccc2[nH]c1=O
    0	-4	-5	i	-6	-2.2	-3	7	-1	-3
Cc1[nH]c(=O)c(Cc2ccccc2)c(O)c1C#N
    2	-5	-4	i	-4	-2.0	1	-14	2	-1
Cn1c(NCc2ccccc2F)nc2cc(-c3cccc(C(F)(F)F)c3)sc2c1=O
    0	12	11	i	.	3.3	35	11	-7	2
CCC(=O)Nc1cccc(C2=NOC3(C2)C[C@@H](C(N)=O)N(C(=O)C2(C)CC2)C3)c1 (stereo partly drawn)
    3	-3	21	i	-2	-1.2	4	5	3	-2
CCOc1ccccc1NC(=O)c1cc(S(=O)(=O)N2CCN(CC)CC2)ccc1Cl
    2	3	18	i	-5	-1.2	-1	-15	-3	0
Cc1ccc(CSCC(=O)N2CCN(c3ccccc3)CC2)cc1
    0	-6	4	i	-5	0.0	1	10	-1	2
Nc1nc(=S)c2[nH]c(=S)[nH]c2[nH]1
    2	-3	13	i	3	14	2	3	-2	-2
CC(C)c1ccc(S(=O)(=O)N2CCN(C(=O)C3CCCC3)CC2)cc1
    0	-2	13	i	-5	0.0	3	9	4	0
COCCCn1c(SCC(=O)NC2CCCC2)nnc1-c1ccco1
    6	-3	5	i	-4	-1.9	-2	-11	3	3
COC(=O)c1ccccc1Nc1ccccc1
    0	-11	8	i	-6	0.1	-1	-6	-4	-2
Cc1noc(C)c1Cn1c(C)c(C(=O)NCc2ccc3c(c2)OCCO3)sc1=O
    3	-4	-14	i	.	-0.5	1	0	0	-3
O=C(c1cccc(-n2cnnn2)c1)N1CC=C(c2ccccc2)CC1
    0	0	1	i	3	-0.4	-2	-6	2	0
NC(=O)C(c1ccccc1)c1ncc(C(F)(F)F)cc1Cl (stereo not drawn)
    -3	1	1	i	3	-0.7	1	-13	-2	1
Cc1cccc(C)c1OCC(=O)NNC(=O)CCCn1c(=O)oc2ccccc21
    2	-7	-2	i	-2	1.3	2	-1	5	0
Cc1nc2ccccc2cc1C(=O)NCc1ccc(F)cc1
    5	-2	1	i	-8	-0.6	0	-9	7	2
Cc1ccc(CNC(=O)Cn2nnc(C(=O)Nc3ccc(Br)cc3)c2N)cc1
    -2	5	3	i	-8	3.9	9	15	5	-2
Cc1nc2c(OCc3ccc(Cl)cc3)cccn2c1N(C)Cc1cccs1
    26	6	-12	i	.	9.5	-5	30	5	2
O=C(NC1CCN(Cc2ccc(Cl)cc2Cl)CC1)c1ccccc1
    1	-5	5	i	-2	-0.2	2	-9	2	-3

Another view of some results above:
Cc1nc2ccccc2cc1C(=O)NCc1ccc(F)cc1
- MT1-MMP act inh = 5
- NadD inh = -2
- CendR NRP1 mod = 1
- Rpn11 block = i
- Scp1 inh = -8
- LMPTP block = -0.6
- DNMT1 block = 0
- SKN-1 inh = -9
- SUMO1 PPI mod = 7
- STEP inh = 2
O=C(c1cccc(-n2cnnn2)c1)N1CC=C(c2ccccc2)CC1
- MT1-MMP act inh = 0
- NadD inh = 0
- CendR NRP1 mod = 1
- Rpn11 block = i
- Scp1 inh = 3
- LMPTP block = -0.4
- DNMT1 block = -2
- SKN-1 inh = -6
- SUMO1 PPI mod = 2
- STEP inh = 0

Next section
Results follow in this order: MT1-MMP act inh	NadD inh	CendR NRP1 mod	Rpn11 block	Scp1 inh	LMPTP block	DNMT1 block	SKN-1 inh	SUMO1 PPI mod	STEP inh
Cc1cn([C@@H](CCCCN)C(=O)NCCCCCCCCCCC(=O)N2CCNCC2)nn1
    2	-5	0	i	-6	-5.9	10	-9	-14	-2
Cn1c(=O)[nH]c2cc3ccccc3cc21
    -2	8	8	i	-11	-0.9	0	34	-4	19
O=C1N(C2CCCC2)C[C@@H]2C[C@@H](c3cccn3-c3ccccn3)N3CCC[C@@]123
    -1	2	-2	i	-5	-1.1	-4	7	5	-4
CCOC(=O)N1CCN(C(=O)c2ccc(CSc3ccc(Cl)cc3)cc2)CC1
    -3	-4	12	i	-6	1.4	-3	18	-1	2
O=C(CCSC1=NCCCN1)c1ccc(F)cc1
    -3	2	4	i	5	-1.8	4	2	2	-1
CN(C)CCOCCSc1ccc(Cl)cc1
    -1	-6	-2	i	-4	-0.9	0	-4	-1	-2
CC1(C)NC(=O)N(CC(O)CN2C(=O)CCC2=O)C1=O (stereo not drawn)
    2	-2	17	i	-8	-0.5	3	0	0	1
O=C(NC(=S)NC(=O)c1ccccc1F)c1ccccc1F
    0	-7	-11	i	27	1.5	-2	6	2	4
CCN(CC)C(=O)C1(P(=O)(c2ccccc2)c2ccccc2)CCC1
    0	-3	-10	i	-13	-1.7	1	-9	1	0
Cc1ccc(-n2c(Cn3ncc4ccccc4c3=O)n[nH]c2=S)cc1
    8	0	-5	i	-9	-0.9	1	-17	2	0
COc1ccc(C)cc1S(=O)(=O)NCc1cccs1
    -2	2	19	i	-3	-0.9	0	-11	-2	-1
CCOc1ccc(S(=O)(=O)N2CCN(C(=O)c3ccncc3)CC2)cc1
    1	-2	-2	i	-6	-3.3	-1	-6	1	1
COc1ccc(C)cc1NC(=O)C1CCN(C(=O)c2ccc(C(C)(C)C)cc2)CC1
    -1	1	5	i	-5	0.2	2	7	-1	1
COc1ccccc1NC(=O)c1ccc(-c2ccccc2F)o1
    -6	1	-1	i	21	1.3	-3	16	-11	2
CCn1cc(CN2CCC(n3nccc3NC(=O)c3cccc(F)c3)CC2)cn1
    -2	-3	4	i	-7	-0.9	-1	11	3	0
CCCc1nnc(NC(=O)CCC(=O)N2CCN(S(=O)(=O)c3ccc(F)cc3)CC2)s1
    1	-5	-6	i	-4	-0.7	-1	-3	1	-6
CC(/C=C/c1ccc(C)o1)=C\C(=O)O
    -12	-1	-6	i	-4	-1.5	4	16	0	2
c1ccc(-n2cnc3ccccc32)nc1
    -10	-4	-7	i	-5	-1.8	5	14	0	-4
Nn1c(SCC(=O)Nc2ccc(S(=O)(=O)N3CCCC3)cc2)nnc1C(F)(F)F
    2	-2	11	i	-4	0.5	-2	-2	0	-4
Cc1ccc2nc(Nc3ccccc3)c(C=O)c(=O)n2c1
    -4	-5	-5	i	-14	-0.5	-5	17	-14	2
CCOC(=O)C1CCN(C(=O)COC(=O)C23CC4CC(CC(C4)C2)C3)CC1
    8	-5	-3	i	-5	-1.1	2	-3	-3	0
Cc1nn(CC(=O)N/N=C/c2cccs2)c(C)c1[N+](=O)[O-]
    0	-1	12	i	-7	-1.0	-2	-5	-15	4
COc1ccc(CNC(=O)COC(=O)c2n[nH]c3ccccc23)cc1OC
    4	-1	-2	i	3	-0.8	-1	-15	3	3
COc1cc(SC)ccc1C(=O)N1CCN(c2ccc(O)cc2)CC1
    -3	7	4	i	-1	0.5	-8	-6	1	0
Cc1ccc(C(=O)OCC(=O)Nc2ccccc2)cc1NC(=O)c1ccco1
    4	0	-9	i	10	-0.7	-5	-1	2	-1
CCN(CC)C(=O)c1[nH]cnc1C(=O)N[C@@H](C)C(=O)OCc1ccccc1
    -1	-3	16	i	-3	-0.9	7	20	4	0
CCc1ccc(-c2cc3c(=O)n(CC(=O)NCCCN4CCN(CC)CC4)nc(C)n3n2)cc1
    3	-11	24*	i	-5	-6.5	-2	17	-4	2
COc1ccc(NC(=O)CN2C(=O)COc3ccc(S(=O)(=O)N4CCCCCC4)cc32)cc1
    2	1	7	i	23	0.4	0	22	-4	3
O=C(CN1C(=O)NC2(CCCC2)C1=O)Nc1ccc(F)cc1
    -2	2	-1	i	-9	-0.9	-1	-1	-1	-3
CCN(CC)c1ccc(N=Cc2cc(Br)ccc2O)cc1
    15	2	-51	i	-3	3.7	-13	5	-14	4
Cc1ccccc1-c1nn(-c2ccc(F)cc2F)cc1CNCCCN(C)C
    3	-10	9	i	2	-8.7	-1	-9	-41	4
O=[N+]([O-])c1cccc(NC(=S)N2CCN(S(=O)(=O)c3ccccc3)CC2)c1
    -3	-1	7	i	-7	9.2	0	2	1	6
